Screening results: PubChem BioAssay, National Center for Advancing Translational Sciences (NCATS)
Nrf2 inh: Nrf2 qHTS screen for inhibitors; A549 ARE-Fluc reporter, luciferase luminescence, 18-24 h; Potency, µM (highest dose often 46 µM), without a hit: at the highest dose activity change, negative = inhibition, usual class: inhibitors; 360,000 compounds, 2.1% hits; AID 504444, 2011; note: potency is the fitted concentration of half-maximal effect; % is set by controls: 0 for no effect and ±100 for the full control effect; nearly all actives have a fitted effect of over 60% in size
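Concentration-response testing used A549 ARE_Fluc cells at 5000 cells/well. Following an 18-24 h compound incubation, viability was read by fluorescence (Ex 405/Em 525) and luciferase output by luminescence.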
S2 tox: Viability Counterscreen for Primary qHTS for Inhibitors of ATXN expression; S2 cells (HEK-293 line with an ATXN2-luciferase reporter) viability, CellTiter-Fluor protease fluorescence, 24 h; Potency, µM (doses to about 56.7 µM), most hits filed as cytotoxic; 400,000 compounds, 0.49% hits; AID 651635, 2014; note: potency is the fitted concentration of half-maximal effect; nearly all actives have a fitted effect of over 40% in size
EPAC2 agonist: qHTS for Agonist of cAMP-regulated guanine nucleotide exchange factor 4 (EPAC2): primary screen; 360,000 compounds, 0.079% hits; Potency, µM (top dose mostly 154 µM), for inactives: at the highest dose activation, usual class: activators; EPAC2 activation, biochemical qHTS; response scale: 100% = 6.5 mM cAMP response; note: potency is the fitted concentration of half-maximal effect; nearly all actives have a fitted effect of over 50% in size
Target sequence (Q8WZA2 whole entry, looked up): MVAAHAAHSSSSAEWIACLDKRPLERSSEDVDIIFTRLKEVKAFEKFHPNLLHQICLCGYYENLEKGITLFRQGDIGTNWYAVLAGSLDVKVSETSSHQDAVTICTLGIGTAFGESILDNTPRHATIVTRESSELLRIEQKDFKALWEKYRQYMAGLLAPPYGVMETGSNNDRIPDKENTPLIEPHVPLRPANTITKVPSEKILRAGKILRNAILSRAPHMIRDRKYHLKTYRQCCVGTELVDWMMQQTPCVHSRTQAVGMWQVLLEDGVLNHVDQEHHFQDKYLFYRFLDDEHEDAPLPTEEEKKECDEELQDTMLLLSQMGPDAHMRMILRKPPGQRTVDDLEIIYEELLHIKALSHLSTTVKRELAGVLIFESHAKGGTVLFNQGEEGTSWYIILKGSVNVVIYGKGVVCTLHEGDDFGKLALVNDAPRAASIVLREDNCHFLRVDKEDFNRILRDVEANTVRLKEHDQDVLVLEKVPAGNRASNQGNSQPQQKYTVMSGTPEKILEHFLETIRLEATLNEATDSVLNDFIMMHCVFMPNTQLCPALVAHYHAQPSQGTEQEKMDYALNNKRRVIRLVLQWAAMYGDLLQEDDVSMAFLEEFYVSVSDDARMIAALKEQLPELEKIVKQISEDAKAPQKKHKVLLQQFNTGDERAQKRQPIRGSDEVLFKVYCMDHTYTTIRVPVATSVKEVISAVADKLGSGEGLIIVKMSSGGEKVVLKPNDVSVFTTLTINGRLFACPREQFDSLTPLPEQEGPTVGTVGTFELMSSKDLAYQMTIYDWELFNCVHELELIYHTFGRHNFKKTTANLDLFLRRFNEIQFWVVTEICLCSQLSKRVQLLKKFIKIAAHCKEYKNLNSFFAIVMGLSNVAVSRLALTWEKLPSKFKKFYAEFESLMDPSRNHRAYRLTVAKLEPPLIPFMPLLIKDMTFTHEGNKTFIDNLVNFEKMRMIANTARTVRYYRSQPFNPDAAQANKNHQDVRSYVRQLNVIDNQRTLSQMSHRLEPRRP
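EPAC2 (100 nM) mixed with Rap1B loaded with BODIPY-GDP (250 nM) plus 50 uM unlabeled GDP; compounds pinned in, 5 min RT, then read every 5 min for 30 min (ex 480, em 540 nm). Normalized to cAMP control.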
TGFb inhibitor: qHTS for Inhibitors of TGF-b; HepG2 CAGA-GFP TGF-b/SMAD3 reporter, GFP fluorescence, 18 h; TGF-beta stimulated, 500 pg/mL final; Potency, µM (series often up to 46.1 µM), without a hit: at the top dose activity, negative = inhibition, hits mostly inhibitors; 410,000 compounds, 1.2% hits; note: potency is the fitted concentration of half-maximal effect; % is set by controls: 0 for no effect and ±100 for the full control effect; nearly all actives have a fitted effect of over 65% in size
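HEPG2 CAGA-GFP cells (1000/well, DMEM with 1% FBS) were pre-incubated 2 h at 37 degrees C, given compound by pin tool, then stimulated with TGF-beta at 500 pg/mL final for 18 h before per-cell GFP fluorescence imaging.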
HepG2 tox: qHTS for Inhibitors of TGF-b: Cytotox Counterscreen; HepG2 CAGA-GFP viability, ATP luminescence, 18 h; Potency, µM (series often up to 46.1 µM), for inactives: at the highest dose activity change, negative = cytotoxicity, hits mostly cytotoxic; 410,000 compounds, 0.76% hits; note: potency is the fitted concentration of half-maximal effect; some results filed as inactive show a strong effect at the top dose
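CellTiter-Glo luminescence gave cytotoxicity after 18 hours at 37 degrees C. The cells were HepG2 CAGA-GFP in 1% FBS DMEM, stimulated with 500 pg/mL TGF-beta after compound addition. %Activity was normalised to no-cell wells (complete cell-killing) and DMSO (no toxicity), and curves were fitted and classified.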
IL2 activator: qHTS of IL-2 Activators; IL-2 activation reporter assay, cell-based qHTS; stimulated with anti-CD3/CD4/CD28 beads; in transgenic mouse T cells; activation, % (series mostly up to about 46 µM); 360,000 compounds, 0.065% hits; AID 652025, 2013; in the data active = activation above about 50%; inconclusive = mostly about 30% to 49%; note: 0% is about no effect
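Unstimulated transgenic mouse T cells; 60-min compound exposure; bead-based TCR/CD4/CD28 stimulation; 18 h culture, 37 degrees C; dual fluorescence (EGFP, DsRed) plate cytometry.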
A549 tox: Nrf2 qHTS screen for inhibitors: counterscreen for cytotoxicity; A549 ARE-Fluc cells, CellTiter-Fluor viability, 18-24 h; Potency, µM (series often up to 46 µM), for inactives: at the highest dose activity change, negative = cytotoxicity, most hits filed as inhibitors; 390,000 compounds, 0.16% hits; AID 504648, 2011; note: potency is the fitted concentration of half-maximal effect; % is set by controls: 0 for no effect and ±100 for the full control effect
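A549 ARE_Fluc cells in 5% FBS OPTI-MEM were exposed to compounds in concentration-response for 18-24 h at 37 deg C. Viability was read by CellTiter-Fluor fluorescence (Ex 405/Em 525) after 30 min, before the luciferase read.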
Nrf2 ARE act: qHTS of Nrf2 Activators; AREc32 ARE-luciferase reporter (MCF7-derived line), luminescence, 24 h; Potency, µM (titrated, usually from 46.1 µM), without a hit: at the top dose activation, actives largely listed as activators; 410,000 compounds, 0.31% hits; AID 624171, 2012; note: potency is the fitted concentration of half-maximal effect; % of control where 0% means no effect; nearly all actives have a fitted effect of over 65% in size
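AREc32 cells carrying an ARE-driven firefly luciferase reporter were seeded at 1000 cells/well in OPTI-MEM with 5% FBS, then exposed to compound for 24 hr at 37 deg C. Luminescence was read with Steady-Glo after 30 min at RT.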
ATXN2 expr inh: Primary qHTS for Inhibitors of ATXN expression. HEK-293 ATXN2-luciferase reporter, luminescence, 24 h. Potency, µM (titrated, usually from 57 µM), inactives show top-dose activity change, negative = inhibition, most hits filed as inhibitors. 360,000 compounds, 0.72% hits. AID 1745845, 2022; note: potency is the fitted concentration of half-maximal effect; % is set by controls: 0 for no effect and ±100 for the full control effect; nearly all actives have a fitted effect of over 55% in size
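ATXN2-luciferase reporter cells (luciferase flanked by upstream and downstream ATXN2 gene portions) were treated 24 h at 37 °C with compounds at up to 57 uM. SteadyGlo luminescence gave expression; GF-AFC fluorescence gave viability.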
* marks the source's active call; other numbers are inactive results; i = inactive; ? = inconclusive; / = no result given; & = joins results of further samples; [ ] = remark or other dose. Unless noted, calls come from the whole dose curve; as a rule, active = well fitted curve in the direction sought with a large enough effect; inconclusive = small, poorly fitted or top-dose-only effect, or another doubt; inactive = no such curve, though single readings can be large; an effect the other way counts as inactive or inconclusive.

Values in the order: Nrf2 inh	S2 tox	EPAC2 agonist	TGFb inhibitor	HepG2 tox	IL2 activator	A549 tox	Nrf2 ARE act	ATXN2 expr inh
CCOCCCn1c(=N)c(C(=O)NC2CCCCC2)cc2c(=O)n3ccccc3nc21
→ -11%	/	/	4%	-3%	/	19%	-0.9%	-10%
COc1ccc(-c2cc(=O)c3cc(C)ccc3[nH]2)cc1
→ ?	i	8%	?	3%	-3.4	1%	-0.7%	7%
COc1ccc(NC(=O)CCCn2nc(C)c3sc4ccccc4c3c2=O)cc1
→ ?	/	/	43%[activator]	11%	/	10%	0.3%	/
COc1ccccc1NC(=O)CSc1nnc(-c2ccoc2C)n1CC1CCCO1 (stereo not drawn)
→ -7%	i	9%	-1%	3%	-1.1	0%	0.1%	3%
O=C(CNC(=O)c1ccc(Br)o1)NCc1ccccc1Cl
→ 0%	i	6%	0%	21%	1.6	0%	-0.5%	8%
CN(C)c1ccc(-c2ccnc3c2CC(C)(C(=O)NCc2cccs2)O3)cc1 (stereo not drawn)
→ /	i	17%	-28%	-25%	-0.2	/	5.0%	-37%
COc1cccc(-c2nc(CS(=O)CC(=O)NC3CC3)c(C)o2)c1 (stereo not drawn)
→ -8%	i	-1%	-14%	-27%	-3.8	12%	-0.5%	8%
CCOc1ccc(Nc2nc3ccccc3n3nnnc23)cc1
→ ?	i	10%	-18%	-19%	0.1	0%	8.7%	25%
Cc1cc(C)cc(C(=O)n2cnnc2N)c1
→ -7%	i	17%	1%	-3%	1.4	0%	-0.6%	1%
O=C(NCCc1ccccc1)c1cc(S(=O)(=O)N2CCOCC2)ccc1F
→ 2%	i	13%	11%	6%	0.8	2%	-0.4%	13%
CC(C)C(N)c1csc(NC(=O)Nc2ccccc2C(C)(C)C)n1 (stereo not drawn)
→ /	i	-11%	?	-65%	1.1	/	5.5%	-17%
CN(C)S(=O)(=O)c1ccc(S(=O)(=O)NCCN2CCOCC2)cc1
→ 4%	i	11%	19%	1%	2.0	0%	-0.8%	-6%
CS/C(=N\S(=O)(=O)c1cccs1)Nc1ccc(Br)cc1F
→ -9%&-13%	i	8%&17%	8%&0%	-6%&-32%	-0.4&6.7	19%&-1%	5.5%&3.0%	-22%&-10%
O=C(N/N=C/c1ccc(OC(=O)c2ccco2)cc1)c1ccc[n+]([O-])c1
→ -18%	i	6%	-5%	0%	-3.4	-8%	-0.1%	5%
CCN(CCO)c1ccc(-n2c(N)c(C(=O)OC)c3nc4ccccc4nc32)cc1
→ -24%	i	-19%	29%	10%	-0.8	-15%	0.3%	-2%
O=C(COC(=O)Cc1ccc(Cl)c(Cl)c1)NCc1ccco1
→ 4%	i	7%	-10%	3%	0.0	5%	0.0%	7%
CCC(=O)Nc1nc2ccccc2n1Cc1ccccc1C
→ -18%	i	6%	-18%	-20%	-1.5	-12%	0.4%	-38%
Cc1ccc(C2CC(c3ccco3)n3ncnc3N2)cc1 (stereo not drawn)
→ 8%	i	15%	-19%	10%	0.6	4%	0.7%	-4%
COC(=O)c1ccccc1NC(=O)C1(c2cccs2)CCOCC1
→ /	i	/	17%	4%	/	12%	2.5%	-1%
O=C1NC2CCc3nc4ccccc4c(=O)n3C2=Nc2ccccc21 (stereo not drawn)
→ 3%	i	10%	12%	-2%	1.4	-4%	-0.1%	3%

New compounds follow
Values in the order: Nrf2 inh	S2 tox	EPAC2 agonist	TGFb inhibitor	HepG2 tox	IL2 activator	A549 tox	Nrf2 ARE act	ATXN2 expr inh
COC(=O)C1=C(CSCc2ccco2)NC(=O)NC1c1cc(C)ccc1C (stereo not drawn)
→ /	i	1%	-7%	2%	2.0	0%	5.3%	4%
O=C(CNCc1ccccc1Cl)Nc1ccc(C(=O)N2CCCCC2)cc1
→ -13%	i	2%	-25%	-12%	0.0	0%	-1.0%	-16%
Cc1ccc(NC(=O)NNC(=O)c2cc3ccccc3cc2O)cc1C
→ 3%	i	7%	10%	10%	-0.6	-7%	-0.4%	2%
O=C(CCc1ccc(O)cc1)NN=Cc1cc(Br)ccc1O
→ /	i	1%	-15%	-13%	0.0	/	3.2%	/
O=C(c1cnn2c(C(F)(F)F)cc(-c3ccc4c(c3)OCO4)nc12)N1CCCC1
→ 1%	i	-3%	0%	-4%	1.1	-7%	-0.2%	-1%
Cc1ccc(N(CC(=O)NC(C)(C)C)C(=O)CCC(=O)Nc2nccs2)c(C)c1
→ 8%	i	4%	-7%	-1%	0.8	-3%	0.6%	1%
Oc1ccccc1/C=N/c1c(-c2ccco2)nc2ccccn12
→ 4%	i	7%	-3%	-31%	-1.3	-3%	5.1%	2%
CN(C)S(=O)(=O)c1ccc(N2CCCC2)c(C(=O)NNC(=O)COc2cccc(F)c2)c1
→ -19%	?	3%	8%	-16%	1.9	-1%	-0.1%	/
CC1(C)OCC(N)(CO)CO1
→ /	i	8%	0%	3%	-3.6	/	0.0%	/
CC(=O)Nc1ccc2c(c1)Cc1c(F)cccc1-2
→ ?	i	8%	13%	-32%	-0.5	2%	?	55%[activator]
Fc1cccc(C[n+]2csc3ccccc32)c1
→ 3%	?	1%	4%	-8%	-0.6	8%	0.3%	3%
CCn1ccc(C(=O)Nc2ccccc2SC)n1
→ 100%	i	1%	-8%	-4%	-1.2	11%	4.1%	35%[activator]
C=C1c2cccc(OC)c2O[C@H](C(=O)OCC)[C@@H]1CC(CC)CCCC (stereo partly drawn)
→ 9%	i	-15%	?	-23%	0.3	14%	5.3%	-22%
CCC(=O)Nc1cccc(-c2cc3ccccc3oc2=O)c1
→ ?	i	1%	-1%	-7%	0.0	7%	2.1%	52%[activator]
CCN1CCN(CC(=O)Nc2ccccc2)C(=O)C1=O
→ 11%	i	-5%	3%	-12%	-0.1	-2%	-0.2%	-1%
O=C(NC(=S)Nc1ccccc1O)c1ccc(-c2ccc(Cl)cc2)o1
→ ?	i	10%	?	-47%	-2.4	2%	12%	-28%
C/C=C/c1ccc(OCCCCN2CCC(C)CC2)c(OC)c1
→ 12%	i	11%	0%	-19%	-2.8	?	-0.2%	13%
N#Cc1ccc(-c2csc(NC(=O)c3ccc(S(=O)(=O)N4CCc5ccccc5C4)cc3)n2)cc1
→ -9%	i	-8%	-5%	5%	3.2	0%	0.1%	-18%
O=C(CSc1nnnn1C1CCCCC1)Nc1ccccc1F
→ 0%	i	11%	8%	18%	0.0	24%	0.3%	-4%
Cc1noc(/C=C/N(C)C)c1S(=O)(=O)NC1CCCCC1
→ /	i	4%	20%	-18%	5.0	-2%	-0.1%	-13%

Quoted at random: 2 compounds from above, in no set order.
Values in the order: Nrf2 inh	S2 tox	EPAC2 agonist	TGFb inhibitor	HepG2 tox	IL2 activator	A549 tox	Nrf2 ARE act	ATXN2 expr inh
CN(C)S(=O)(=O)c1ccc(N2CCCC2)c(C(=O)NNC(=O)COc2cccc(F)c2)c1
→ -19%	?	3%	8%	-16%	1.9	-1%	-0.1%	/
O=C(CSc1nnnn1C1CCCCC1)Nc1ccccc1F
→ 0%	i	11%	8%	18%	0.0	24%	0.3%	-4%

Next section
Values in the order: Nrf2 inh	S2 tox	EPAC2 agonist	TGFb inhibitor	HepG2 tox	IL2 activator	A549 tox	Nrf2 ARE act	ATXN2 expr inh
Clc1cccc(-c2sc(Nc3ccccc3)n[n+]2-c2ccccc2)c1Cl
→ 0%	i	10%	7%	-10%	-2.5	-2%	0.6%	-8%
COc1ccc(S(=O)(=O)Nc2cc(C)on2)cc1NC(C)=O
→ -3%	?	0%	23%	10%	-0.5	1%	-0.9%	/
COc1ccc(-c2n[nH]c(=S)n2-c2ccc(C)cc2)cc1
→ -15%	i	9%	-1%	-28%	-1.4	8%	2.1%	-4%
COc1ccc(N2CC(C(=O)NCCC3=CCCCC3)CC2=O)cc1 (stereo not drawn)
→ -2%	i	-8%	-2%	-3%	-0.9	0%	-0.7%	-4%
CCN(C(=O)CSc1nc2ccc(OC)cc2[nH]1)C1CCS(=O)(=O)C1 (stereo not drawn)
→ 0%	i	1%	0%	4%	-0.1	-4%	-0.9%	-5%
CC(C)Cc1nnc(NC(=O)CSc2nc(=O)cc(N)n2-c2ccccc2)s1
→ /	?	12%	-3%	-1%	-0.2	0%	-0.6%	-6%
CCOc1ccc(NC(=O)CCNS(=O)(=O)c2ccc3c(c2)oc(=O)n3C)cc1
→ 7%&1%	i	-6%	?	1%&13%	-0.5	4%&0%	-0.3%&4.4%	10%&3%
Cc1cc(C)c(C(=O)N(C)C2CCCN(Cc3ccccc3F)C2)o1 (stereo not drawn)
→ -11%	i	7%	-4%	1%	-2.1	-14%	-0.4%	5%
CCN1CCN(C(=O)c2cc3cc4cc(OC)ccc4nc3s2)CC1
→ /	i	-1%	?	-8%	3.0	-2%	3.2%	0%
Cc1cc(=O)n2nc(N3CCCC3C(=O)NCCCN3CCCCC3)sc2n1 (stereo not drawn)
→ 10%	i	5%	-18%	-9%	0.7	0%	-0.1%	-4%
O=C(/C=C/c1ccccc1Cl)c1cccnc1
→ -13%	i	10%	?	11µM*	-0.6	-2%	11%	5%
CSCC(=O)NCC1(N(C)Cc2ccccc2)Cc2ccccc2C1
→ 2%	i	11%	3%	4%	0.5	0%	4.5%	2%
CCCC(=O)Nc1ccc(-c2cnc(-c3ccc(NC(=O)CCC)cc3)nc2)cc1
→ 7%	i	-13%	2%	-1%	-3.2	-2%	-0.1%	6%

Rows were taken by chance, and some 4.3% of all compounds hit somewhere here.
